TcdB inh = TcdB glycohydrolase inhibitors, primary screen, biochemical, single point, plate reader; Toxin B (Clostridioides difficile), P18177; TcdB glycohydrolase enzymatic assay; inhibition, % at 9.99 µM; actives 0.24% (n = 350,000); AID 652162, 2013; in the data active = inhibition above about 10%
BoNT A protease = BoNT/A light chain protease inhibitors, primary screen, biochemical, flow cytometry, MLPCN library | Botulinum neurotoxin type A light chain protease (Clostridium botulinum A str. ATCC 3502) | multiplex microsphere protease substrate cleavage | inhibition, % at 10 µM | actives 0.17% (n = 360,000) | AID 588499, 2011; note: plate controls were buffer without enzyme for full effect and enzyme alone for no effect
PfHsp40 yeast = rescue of yeast from PfHsp40 toxicity, primary screen, S. cerevisiae, ATP luminescence; AID 504582, 2011; S. cerevisiae expressing PfHsp40, growth rescue; actives 0.68% (n = 340,000); growth rescue, % at 12.5 µM; in the data active = growth rescue above about 28%, passing the limit was not always enough; inconclusive = no clear call, values can overlap the other calls;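 note: yeast W303a lacking pdr1 and pdr3 grown in galactose medium; growth measured after three days at 30 °C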
SARS 3CLpro inh = SARS-CoV 3CLpro protease inhibitors, primary screen, biochemical, quenched FRET. Replicase polyprotein 1ab (Severe acute respiratory syndrome coronavirus), P0C6X7. recombinant SARS-CoV 3CLpro, quenched FRET peptide cleavage. inhibition, % at 6 µM. actives 0.14% (n = 290,000). AID 1706, 2009; in the data active = inhibition above about 12%
Y pestis TopoI = Yersinia pestis topoisomerase I inhibitors, primary screen, biochemical, cleavage product accumulation, plate reader, single point. DNA topoisomerase I (Yersinia pestis CO92). Y. pestis Topo-I cleavage product accumulation. activity, % at 10 µM. actives 0.064% (n = 360,000); in the data active = activity above about 50%, passing the limit was not always enough; inconclusive = no clear call, values can overlap the other calls; note: inactives centre near 2
SSB-PriA inh = inhibitors of Klebsiella pneumoniae PriA binding to SSB C-terminal tail, primary screen, biochemical, AlphaScreen | PriA–SSB C-terminal tail interaction (Klebsiella pneumoniae) | AlphaScreen SSBct-PriA binding, biotinylated peptide | inhibition, % at 33 µM | actives 0.6% (n = 430,000); in the data active = inhibition mostly above about 37%, no sharp cut-off; inactive = mostly below about 20%;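 note: plate controls were negative control peptide for no effect and reference peptide for full effect; strong numbers were not always called active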
PrPC surface inh = inhibitors of human cell surface prion protein PrPC, primary screen, cell-based, TR-FRET. inhibition, % at 13.8 µM. AID 720596, 2013. Major prion protein (Homo sapiens), P04156. TR-FRET read-out. actives 0.43% (n = 370,000); in the data active = inhibition above about 24%; note: 0% = median of the test wells and 100% = reference compound wells
BH1578 lux ind = inducers of Vibrio cholerae quorum light production without autoinducers, primary screen, BH1578 luxS cqsA deficient, single point; V. cholerae BH1578 lux reporter, luminescence, 6 h; actives 0.16% (n = 350,000); activation, % at 18.7 µM; in the data active = activation mostly above about 9.7%, no sharp cut-off; inconclusive = no clear call, values can overlap the other calls; inactive = mostly below about 3.7%; note: not every result past the cut was called active; inactives centre near 0; reference of the scale not given here
Anthrax LF inh2 = Bacillus anthracis LF protease inhibitors, primary screen, biochemical, multiplex microsphere, MLPCN library. Lethal factor (Bacillus anthracis), P15917. multiplex microsphere protease cleavage assay. inhibition, % at 10 µM. actives 0.12% (n = 360,000). AID 588501, 2011; note: plate controls were buffer without enzyme for full effect and enzyme alone for no effect
An asterisk follows results filed as active; i = inactive; ? = inconclusive; · = no result given; & = joins results of further samples. Cut-off read from the data, not from the text of the source, unless noted: active = inhibition above about 30%; inconclusive = no clear call, values can overlap the other calls; inactive = below that.

SMILES	PfHsp40 yeast	TcdB inh	SSB-PriA inh	Y pestis TopoI	BoNT A protease	BH1578 lux ind	SARS 3CLpro inh	PrPC surface inh	Anthrax LF inh2
Cn1c(=O)c2c(SCC(=O)NCC3CCCO3)nc(-c3ccccc3Cl)nc2n(C)c1=O (stereo not given)	0.2	0.3	-2&-3	0	-0.7	i	0	-4	-11
COC(=O)c1ccc(C(=O)OC)c(NC(=O)CN2CCC(C)CC2)c1	-0.6	-1.0	-9	11	-0.8	-0.5	1	6	-2
Cn1nc(C2CC2)cc1NC(=O)CC(CC(=O)O)c1ccccc1 (stereo not given)	·	0.5	0	-2	0.4	1.6	1	-11	5
O=C(O)C12CC3CC(C1)CC(n1ncc(NCc4ccco4)c(Cl)c1=O)(C3)C2	2.5	-0.4	-3	0	-0.4	-0.5	-4	-7	0
CCOC(=O)C1=C(C)NC(=O)NC1c1ccc(F)cc1 (stereo not given)	-0.8	0.2	-5	3	-0.1	2.3	-3	-4	-2
Cc1ccccc1NC(=S)NC(=O)c1cc(-c2ccccc2)nc2ccccc12	-1.2	·	-4	5	·	i	0	1	·
CCCc1c(-c2ccccc2F)ncn1Cc1ccccc1OC	·	3.4	·	·	-0.4	·	·	11	-1
Cn1cc(Cc2ccccc2)c(=O)c(Cc2ccccc2)c1	-0.4	0.3	-1	2	0.8	0.9	·	-1	2
O=S(=O)(NNc1ncc(C(F)(F)F)cc1Cl)c1ccc(F)cc1F	0.5	0.5	-11	5	3.4	i	·	3	3
CCC(C(=O)OCC(=O)Nc1c(Cl)cc(Cl)cc1Cl)c1ccccc1 (stereo not given)	-0.6	-0.3	-34	-10	0.8	-0.6	0	-1	1
O=[N+]([O-])c1ccc2c([N+](=O)[O-])ccc3c2c1CC3	·	0.8	·	-7	1.2	i	·	-8	-20
COc1cccc(CNC(=O)CN(C)S(=O)(=O)c2cnc[nH]2)c1	-0.3	·	-8	-12	0.6	·	-2	6	-6
CCCC(=O)Nc1cccc(NC(=O)c2ccc3c(c2)OCCO3)c1	1.8	·	-2	-5	0.1	i	-1	-3	-5
CN(C(=O)c1cccc(NC(=O)Cc2ccc(NC(=O)C3CCN(C(=O)C4CC4)CC3)cc2)c1)C1CCCC1	1.9	-0.4	3	27	-0.3	1.1	·	1	-7
COCCCNC(=O)C[C@H]1C[C@H](C(=O)N2CCCCC2)[C@@]2(C)c3[nH]c4cc(-c5ccco5)ccc4c3CCN2C1=O	0.3	1.5	0	47	0.1	1.8	·	-2	-4
O=C(Nc1ccc2c(c1)OCCO2)C(c1ccnc2ccccc12)N1CCN(c2ccc(C(F)(F)F)cn2)CC1 (stereo not given)	·	0.3	·	·	-0.6	·	·	17	1
C#CCOCCOCCOCCNc1nc(N2CCN(C(=O)C([C@@H](C)O)n3cc([C@@H](N)CCCCN)nn3)CC2)nc(N2CCN(C(=O)[C@H](CCCN=C(N)N)n3cc(C(N)[C@@H](C)CC)nn3)CC2)n1 (stereo not given in full)	-1.1	·	-3	-17	0.0	i	·	·	-10
COc1ccc(C2C(C(=O)C(C)(C)C)=C(O)C(=O)N2Cc2ccccc2)cc1 (stereo not given)	0.2	·	-4	-10	-0.6	-1.0	6	10	-6
COc1cc(-c2[nH]ncc2CN(C)Cc2nonc2C)cc(OC)c1OC	-0.2	1.3	1	1	0.0	i	1	4	-1
O=C(Nc1nc(-c2ccco2)c(-c2ccco2)s1)c1ccc(F)cc1F	-0.7	1.5	4	0	-0.7	-1.1	·	-6	-1
COC(C)(C)c1cc(C(C)(C)C)nc(N)n1	0.7	·	5	-6	-1.1	-0.3	-5	-1	-1
CCCOP(=O)(OCCC)C(NC(=O)C(C)(C)C)c1ccccc1 (stereo not given)	-0.6	0.4	3	2	0.4	0.0	4	-2	1
CC(=O)NC(Cc1ccc(F)c(F)c1)C(=O)NC1CCN(c2c(Cc3ccccc3)c(C)nc3ncnn23)CC1 (stereo not given)	1.8	2.7	-9	17	0.2	i	0	-7	1
CC(C)Oc1ccc(-c2cc(C(=O)NCCN3CCOCC3)c3ccccc3n2)cc1	-0.4	·	-11	10	1.4	·	-2	-3	-3
CCOc1ccccc1C(=O)Nc1ccc(S(=O)(=O)Nc2cc(OC)nc(OC)n2)cc1	0.1	1.8	-10	6	0.1	-0.5	2	3	5
CCOc1ccc(NC(=O)COC(=O)CCCc2c[nH]c3ccccc23)cc1	1.2	·	23	-6	-1.0	-0.5	1	-2	-2
COC(=O)C1=C(c2cccc(OC)c2OC)C[C@@H]2CC[C@H]1N2C(=O)N1CCOCC1	2.6	0.0	-2	11	-0.8	-0.8	·	2	-6
COc1ccc2oc(C(=O)Nc3nc4ccccc4[nH]3)c(C)c2c1	-0.5	1.9	2	3	0.7	-0.3	-2	1	7
Cn1cnc(S(=O)(=O)N2CCN(c3cccc(Cl)c3)CC2)c1	0.3	-0.8	-5	-9	3.3	-0.2	8	2	0
CCC(=O)NC(NC(=S)Nc1ccccc1Br)C(Cl)(Cl)Cl (stereo not given)	-1.0	0.7	-9	-4	-0.3	3.4	5	1	-1
NC(=O)C1(N2CCCCC2)CCN(c2ccc3nnc(-c4ccccc4)n3n2)CC1	0.5	0.2	-3	16	-1.1	·	-4	-2	-1
N#CC(c1ccc(Cl)cc1)N1CCOCC1 (stereo not given)	-0.5	-0.4	-13	-2	-1.7	-0.3	0	-2	0
CCOC(=O)c1cnc2ccc(C(=O)OC)cc2c1Nc1ccc(C(=O)O)cc1	·	0.2	1	4	-0.1	-0.1	3	6	-11
COc1ccc(OCC(=O)Nc2ccccc2OC(F)F)cc1	-0.7	·	-12	7	0.2	-5.0	4	-1	-4
Clc1cc2c(c(CSc3nc4ccccc4n4cccc34)c1)OCOC2	0.8	-4.7	-16	-3	-2.7	-0.2	2	5	6
CC(=O)c1cccc(NC(=O)C(C)OC(=O)c2ccc(Br)o2)c1 (stereo not given)	-1.3	-6.6	-1	-2	-0.6	-0.2	·	2	2
Cc1ccc(NC(=O)C2CC(c3ccc(F)cc3)=NO2)cc1 (stereo not given)	-0.1	·	-26	0	-0.2	-0.3	-6	7	0
COc1ccccc1/C=C/C(=O)NNC(=O)c1cc(C)oc1C	-1.1	1.8	12	4	·	-0.8	·	-11	·
COc1ccc2cc(C(c3nnnn3C3CCCC3)N3CCc4ccccc4C3)c(=O)[nH]c2c1 (stereo not given)	-0.3	·	10	-10	1.7	-0.1	-1	-3	2
COC(=O)c1cccc(Oc2nc3c(c(=O)n(C)c(=O)n3C)n2Cc2ccc(C)cc2)c1	11	1.5	-2	7	-0.3	3.3	·	-2	-6
Cc1nc(NC(=S)Nc2ccccc2)sc1C	0.9	0.8	0	4	0.1	i	-1	12	-1
CN1C(=O)CSc2ccc(NC(=O)NCc3ccccc3)cc21	0.5	-0.5	3	-5	-0.6	-3.0	-2	7	1
Cc1nc(C)c(-c2csc(Nc3ccc(F)cc3)n2)s1	1.2	0.7	-5	-1	-0.6	-0.3	0	-8	-1
O=C(COC(=O)c1nc(Cl)ccc1Cl)Nc1cccc(S(=O)(=O)N2CCOCC2)c1	-0.7	1.0	11	-8	-0.4	-13	·	2	1
CC(Sc1nnc(-c2ccco2)n1N)C(=O)NC1CCCCC1C (stereo not given)	0.2	0.9	-7	2	0.9	0.7	·	8	1
CC1C(=O)N(Cc2cn(CCC3OCCO3)nn2)CCS(=O)(=O)N1Cc1ccc(-c2ccc(F)nc2)cc1 (stereo not given)	·	1.8	·	15	-0.2	-0.4	·	-8	6
CC(Sc1nnc2n1CCCCC2)C(=O)Nc1cccc(S(=O)(=O)N2CCOCC2)c1 (stereo not given)	1.8	4.4	-19	10	·	-0.9	·	-1	·
Nc1cccc(C(=O)Nc2ccccc2Cl)c1	0.5	·	-24	-7	-1.7	-0.3	2	2	-11
CCOC(=O)c1oc2c(c1C)/C(=N/O)CCC2	-0.5	-0.5	·	6	1.9	-0.2	-1	0	2
O=C(CSc1nnc(-c2ccc(F)cc2)n1-c1ccccc1)NCCN1C(=O)CSC1=O	0.0	-0.2	1	-1	0.0	i	3	3	1
CCOC(=O)C1=C(Cn2ccc(C(F)(F)F)n2)NC(=O)NC1c1ccc2c(c1)OCO2 (stereo not given)	0.4	·	-5	0	-0.1	0.8	0	4	-1
COC(=O)[C@]1(Cc2ccccc2)N[C@H](CN(C)C(=O)c2ccc(F)cc2)[C@@H]2C(=O)N(C)C(=O)[C@@H]21	1.5	2.3	-8	-3	0.4	i	·	0	7
CCCN(C(=O)CSCc1ccc(Cl)cc1)c1c(N)n(Cc2ccccc2)c(=O)[nH]c1=O	10	0.1	-12	10	-4.2	-4.2	·	5	0
CCCCCCCc1nc2nc(C)c(Br)c(=O)n2[nH]1	-2.2	0.0	-3	7	-0.9	i	3	-3	-5
Cn1cnc(NCc2ccccc2)c1[N+](=O)[O-]	-1.2	-1.5	-5	0	-1.4	-0.1	4	-9	?
Cc1ccccc1Nc1nnc(SCC2CCCCO2)s1 (stereo not given)	-0.3	1.1	13	18	-0.1	i	2	2	-1
Cc1nc2c(nnn2Cc2ccccc2)c(=O)[nH]1	-2.2	0.2	-10	-5	-0.4	-0.2	2	1	6
Cc1ccc(Nc2ncc3c(n2)CC(C)CC3=O)c(C)c1 (stereo not given)	-0.4	1.1	3	-1	3.7	0.6	0	4	8
COc1ccc(C(=O)NC23CC4CC(CC(C4)C2)C3)cc1	-0.3	6.2	8	8	0.6	-0.9	1	-2	4
C[C@]12CC[C@@H](O)CC1=CC(=O)C1C2CC[C@]2(C)C(=O)[C@H](O)CC12 (stereo not given in full)	·	0.9	·	-8	-0.5	-0.7	·	6	-8

One compound at a time, as listed above. Values in the order: PfHsp40 yeast, TcdB inh, SSB-PriA inh, Y pestis TopoI, BoNT A protease, BH1578 lux ind, SARS 3CLpro inh, PrPC surface inh, Anthrax LF inh2
Cn1cnc(NCc2ccccc2)c1[N+](=O)[O-] is listed as -1.2, -1.5, -5, 0, -1.4, -0.1, 4, -9, ?
Cc1ccc(Nc2ncc3c(n2)CC(C)CC3=O)c(C)c1 (stereo not given) is listed as -0.4, 1.1, 3, -1, 3.7, 0.6, 0, 4, 8

Next part.
SMILES	PfHsp40 yeast	TcdB inh	SSB-PriA inh	Y pestis TopoI	BoNT A protease	BH1578 lux ind	SARS 3CLpro inh	PrPC surface inh	Anthrax LF inh2
COc1ccc(NS(=O)(=O)c2cccc(C(=O)N/N=C/c3ccc4c(c3)OCCO4)c2)cc1	-0.3	0.8	·	13	0.1	2.0	0	5	0
CCOC(=O)c1c(CSc2ccccc2)n(C)c2cc(Br)c(O)c(CN(C)C)c12	0.9	1.0	10	8	-0.4	-0.2	-3	-10	-1
CC(=O)Oc1ccccc1Cn1c(C)c(C(=O)NCc2ccc(Cl)c(Cl)c2)sc1=O	·	0.0	·	7	-0.1	i	·	4	-6
CCc1nnc(NC(=O)c2ccc(S(=O)(=O)N3CCN(Cc4ccccc4)CC3)cc2)s1	0.2	·	-10	9	-0.1	1.7	-2	6	-5
CCOc1ncccc1C(=O)Nc1ccc2c(c1)OCCO2	0.5	2.4	-11	11	0.1	-1.0	·	2	-6
O=S(=O)(c1cccc2cccnc12)N1CCN(c2ccccn2)CC1	-0.7	-0.3	-16	8	0.0	-0.2	5	5	-2

Source: PubChem BioAssay

A portion of the library. The share of hits here may be higher or lower than overall.
